Siah-1 displacement – Siah-1 peptide-binding antagonists, primary screen, biochemical, fluorescence polarization, rhodamine-plectin, uHTS (AID 1817) | Siah-1 / rhodamine-plectin peptide fluorescence polarization; higher % means a stronger effect | displacement, % at 20 µM, or IC50 in µM where a hit was titrated | hit rate 0.02% among 290,000;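 active = displacement of at least 50% at 20 µM, with a fluorescence ratio check between 0.3 and a set limit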;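 note: plate controls were Siah plus tracer with DMSO for no effect and tracer alone without Siah for full effect; strong numbers were not always called active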
AID2073 – inhibitors of Mint1-CaV2.2 protein interaction, biochemical, HTRF (AID 2073). HTRF protein-protein interaction, Mint1-CaV2.2; higher % means a stronger effect. inhibition, % at 20 µM, or IC50 in µM where a hit was titrated. hit rate 0.19% among 290,000; in the data active = inhibition mostly above about 51%, no sharp cut-off; note: some results filed as inactive read as strong as hits
XIAP displacement – XIAP antagonists, biochemical, IAP family, fluorescence polarization (AID 1018); XIAP BIR domain, fluorescence polarization peptide displacement; higher % means a stronger effect; displacement, % at 20 µM, or IC50 in µM where a hit was titrated; hit rate 0.007% among 200,000; in the data active = displacement above about 50%; note: a part of the inactive calls stands beside numbers as strong as those of hits
LYP phosphatase – PTPN22 lymphoid phosphatase activity blockers – biochemical, fluorescence intensity, uHTS (AID 1779); recombinant LYP phosphatase, fluorescence intensity; higher % means a stronger effect; one-dose inhibition, % at 11.5 µM; IC50 in µM for titrated hits; hit rate 0.054% among 290,000; in the data active = inhibition above about 50%;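 note: plate controls were vehicle with enzyme for no effect and no enzyme for full effect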
Large T inhibition – SV40 large T antigen inhibitors, biochemical (AID 1903) | SV40 large T antigen ATPase/helicase inhibition assay; higher % means a stronger effect | inhibition, % at 20 µM, or IC50 in µM where a hit was titrated | hit rate 0.39% among 310,000; in the data active = a potency from the dose series; note: strong numbers were not always called active
HIV fusion peptide – cell-free HIV fusion peptide-binding blockers – biochemical, uHTS, fluorescence dequenching, primary screen (AID 1986) | cell-free peptide binding, fluorescence dequenching, 30 min; higher % means a stronger effect | inhibition, % at 20 µM, or IC50 in µM where a hit was titrated | hit rate 0.3% among 290,000; in the data active = inhibition mostly above about 52%, no sharp cut-off; inactive = mostly below about 76%; note: some results filed as inactive read as strong as hits
Dengue-2 NS5 capping – flavivirus cap methylation enzyme inhibition – biochemical, confirmation dose response, primary screen (AID 588689) | Dengue-2 NS5 methyltransferase capping enzyme assay, biochemical; higher % means a stronger effect | one-dose inhibition, % at 25 µM; IC50 in µM for titrated hits | hit rate 0.3% among 340,000; in the data active = a potency from the dose series
RSV CPE inhibition – inhibition of RSV-induced cytopathic effect – HEp-2 cells, primary 10 µM value included (AID 2391). HEp-2 cells, RSV-induced CPE inhibition; higher % means a stronger effect. one-dose CPE inhibition, % at 10 µM; IC50 in µM for titrated hits. hit rate 0.13% among 310,000; in the data active = a potency from the dose series; note: strong numbers were not always called active
Rac1 GTP hydrolysis – MgcRacGAP GTPase-activating activity inhibitors, confirmation, biochemical, ADP Hunter fluorescence; AID 624330; hit rate 0.6% among 340,000; one-dose inhibition, % at 30 µM; IC50 in µM for titrated hits; MgcRacGAP-stimulated Rac1 GTP hydrolysis, ADP Hunter fluorescence; higher % means a stronger effect; GST-tagged Rac1 F28L mutant substrate;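 active = first-screen hits whose inhibition reached a set limit at any dose in the follow-up dose series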;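 note: fluorescence reports GDP produced by GAP-driven GTP hydrolysis; strong numbers were not always called active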
Dengue-2 NS5 capping pilot replicate – further read-out of Dengue-2 NS5 capping, marked with its call; inhibition, %; measured here: pilot screen replicate inhibition
* marks the source's active call; other numbers are inactive results; nt = not tested or not shown.

SMILES | Siah-1 displacement | AID2073 | XIAP displacement | LYP phosphatase | Large T inhibition | HIV fusion peptide | Dengue-2 NS5 capping | RSV CPE inhibition | Rac1 GTP hydrolysis | others
O=C(CCN1C(=O)c2ccccc2C1=O)Nn1cnnc1 | 0.1% | -2.4% | -0.2% | -11.5% | 0.4% | -1.2% | -4.2% | 0.1% | 2.8%
COc1ccc(C(=O)N(C)Cc2ccon2)cc1OC1CCN(C(C)C)CC1 | 6.2% | 3.2% | nt | -7.9% | 11.0% | -0.6% | -8.0% | 0.0% | 7.7%
O=C(NCC(O)c1ccc([N+](=O)[O-])cc1)C1CCCCC1 (stereo not drawn) | 7.6% | -4.3% | -11.0% | -3.9% | 1.5% | -0.1% | -6.2% | 0.7% | 5.7%
CCOc1ccc(Br)cc1S(=O)(=O)Nc1ccc(Cl)c(S(=O)(=O)N(C)C)c1 | 5.0% | 13.6% | -6.6% | -2.8% | 4.5% | 3.4% | -3.9% | 11.6% | 4.3%
O=C(NCC(=O)N(c1cccnc1)C(C(=O)NC1CCCC1)c1ccc(F)cc1)c1ccco1 (stereo not drawn) | -5.7% | 3.4% | -3.5% | -4.9% | -1.7% | -1.1% | nt | 0.1% | nt
Cc1ccc(-c2nc3ncccc3o2)cc1N | 3.0% | 36.4% | nt | 1.1% | 9.1% | 2.2% | nt | 3.1% | 17.4%
O=C1C(=O)N(Cc2ccccc2)C(=O)N1CCN1C(=O)c2ccccc2C1=O | 0.7% | -7.2% | -3.2% | -10.7% | 3.1% | -0.4% | -16.7% | 1.2% | 4.1%
CCc1cccc2sc(N3CCN(C(=O)c4ccc([N+](=O)[O-])o4)CC3)nc12 | nt | nt | nt | nt | 2.8% | nt | -1.5% | -2.7% | 6.5%
C/C(=N\NC(=O)c1ccc(CSc2cccc3cccnc23)cc1)C1CCCCC1 | -3.6% | 18.9% | -3.0% | -2.4% | 12.3% | -1.0% | -1.3% | 4.7% | 9.5%
O=C(N(c1ccccc1)c1ccccc1)N(c1ccccc1)c1ccccc1 | -1.4% | 26.4% | nt | 3.5% | 10.5% | 0.0% | nt | 43.0% | nt
Cc1c(NC(=O)Nc2ccccc2Cl)c(=O)n(-c2ccccc2)n1C | -0.1% | -0.7% | -0.7% | -8.8% | 4.0% | 1.0% | -6.3% | 0.7% | 2.6%
COC(=O)C(C(=O)OC)c1ncccc1[N+](=O)[O-] | -1.0% | -8.5% | nt | -8.5% | 7.2% | -1.0% | -5.4% | 3.0% | 9.6%
CCOC(=O)N=Nc1c(O)n(Cc2ccccc2)c2ccccc12 | -4.0% | 0.6% | -6.9% | 2.1% | 3.5% | -1.5% | -3.6% | 1.1% | 6.5%
COc1cc(C(=O)Nn2c(CC(C)C)nc3ccccc3c2=O)cc(OC)c1OC | 6.7% | -2.2% | nt | -12.9% | 1.0% | 0.1% | nt | 1.4% | 10.8%
Cc1ccc(-n2nnnc2CNC(=O)C2CC(=O)N(c3ccc(F)cc3)C2)cc1C (stereo not drawn) | nt | nt | nt | nt | 9.3% | nt | -8.9% | -1.7% | 3.9%
CCc1nn(C(C)C(=O)N2CCN(c3ccc(OC)cc3)CC2)c(=O)c2cc3occc3n12 (stereo not drawn) | -3.6% | -3.3% | nt | -8.0% | 15.0% | -0.3% | -1.4% | 1.6% | 37.8%
COc1ccc2[nH]c3c(c2c1)CC(C)NC3=O (stereo not drawn) | -2.2% | 26.7% | nt | -14.6% | 10.7% | 2.1% | 3.2% | 13.4% | 4.8%
CCCc1cc(=O)oc2c(CN3CCN(C)CC3)c(O)ccc12 | -2.9% | 23.9% | nt | -23.9% | 21.4% | -0.6% | -3.3% | 0.5% | 9.4%
COc1ccc(-c2cc(C3CCN(Cc4cccc(C(F)(F)F)c4)CC3)[nH]n2)cc1 | 4.8% | 3.0% | 0.5% | 0.1% | 20.3% | -0.4% | -6.3% | 7.1% | 9.8%
O=C(CNC(=O)Cc1ccccc1)NCC(=O)N1CCN(C(c2ccccc2)c2ccccc2)CC1 | -0.8% | -4.6% | nt | -2.3% | 6.1% | 0.4% | -1.9% | 0.4% | 8.9%
COc1ccc(C(=O)Nc2ccc(S(=O)(=O)NC(C)=O)cc2)cc1[N+](=O)[O-] | -2.0% | 7.4% | -2.1% | 2.1% | 12.4% | 1.0% | -4.4% | 0.9% | 6.4%
CC1SC(c2ccccc2Cl)NC1=O (stereo not drawn) | 0.6% | -3.8% | -6.8% | -1.2% | 3.5% | -1.8% | -1.4% | 2.0% | 7.1%
COc1ccc2[nH]c(C)c(CCNC(=S)Nc3ccc(C)cc3)c2c1 | -5.6% | -7.8% | 1.7% | -1.8% | 7.6% | -1.3% | -4.4% | 12.5% | 3.9%
O=[N+]([O-])c1cc([N+](=O)[O-])c(Oc2cc(F)ccc2F)cc1NN1CCCCC1 | -1.0% | 3.4% | nt | -0.9% | 14.3% | -1.5% | 5.8% | 0.7% | 7.8%
CCc1nc2oc3ccccc3c(=O)c2c(=O)n1-c1ccccc1 | 0.4% | -0.1% | -2.6% | -12.3% | 2.0% | -1.7% | -6.2% | 2.5% | 1.2% | Dengue-2 NS5 capping pilot replicate=-4.6

Brought forward from above: three entries, then new ones.
SMILES | Siah-1 displacement | AID2073 | XIAP displacement | LYP phosphatase | Large T inhibition | HIV fusion peptide | Dengue-2 NS5 capping | RSV CPE inhibition | Rac1 GTP hydrolysis | others
COc1ccc2[nH]c(C)c(CCNC(=S)Nc3ccc(C)cc3)c2c1 | -5.6% | -7.8% | 1.7% | -1.8% | 7.6% | -1.3% | -4.4% | 12.5% | 3.9%
O=[N+]([O-])c1cc([N+](=O)[O-])c(Oc2cc(F)ccc2F)cc1NN1CCCCC1 | -1.0% | 3.4% | nt | -0.9% | 14.3% | -1.5% | 5.8% | 0.7% | 7.8%
CCc1nc2oc3ccccc3c(=O)c2c(=O)n1-c1ccccc1 | 0.4% | -0.1% | -2.6% | -12.3% | 2.0% | -1.7% | -6.2% | 2.5% | 1.2% | Dengue-2 NS5 capping pilot replicate=-4.6
COc1ccc(C)cc1NC(=O)CCN1CC(C)OC(C)C1 (stereo not drawn) | -7.3% | 6.8% | -5.7% | -3.6% | 4.2% | -1.7% | 2.4% | -0.4% | -8.8%
O=C(Nc1cccc(NC(=O)c2ccccc2Cl)c1)c1ccc([N+](=O)[O-])o1 | -1.7% | 2.5% | nt | -2.7% | 4.2% | -0.2% | -4.4% | -1.8% | 6.0%
CCCCCC(=O)Nc1ccc2oc(-c3ccncc3)nc2c1 | 9.8% | 17.5% | 0.8% | -1.9% | -3.2% | -1.9% | -6.7% | -1.0% | 16.2%
COc1ccc(C(=O)NC(=O)Nc2cc(C)ccn2)cc1 | 4.2% | -44.8% | -1.1% | -2.5% | 1.6% | -2.8% | 1.4% | -1.1% | 2.0%
O=C(O)C(c1ccccc1)N1CCCC1 (stereo not drawn) | -2.0% | 0.9% | -3.4% | -7.4% | -2.2% | 0.0% | -1.6% | -0.4% | 3.0%
O=C(Nc1ccc(Oc2ccc(NC(=O)C3CCCO3)cc2)cc1)C1CCCO1 (stereo not drawn) | 1.1% | -16.0% | -2.0% | -3.5% | 5.2% | -4.2% | -0.5% | 0.4% | 7.2%
COC(=O)c1cn(NC(=O)CC2CCCCC2)c(=O)c2ccccc12 | -1.5% | -3.2% | -1.3% | 3.3% | 1.6% | -0.4% | -3.3% | 2.4% | 7.4%
O=C(c1ccc(Cl)cc1)c1ccc(OCC(=O)N2CCOCC2)cc1 | nt | nt | nt | nt | 6.3% | nt | 0.8% | 1.9% | 1.8%
CCCCN(C)C(=S)Nc1ccc2nc(N3CCN(CC)CC3)cc(C)c2c1 | -11.1% | -5.8% | -5.0% | -10.3% | 12.0% | -2.4% | -3.1% | -2.6% | 7.8%
CSc1nccc(-c2cc(Cl)sc2Cl)n1 | 3.2% | -3.0% | -13.8% | -0.3% | -0.5% | -3.6% | -12.5% | 14.8% | -2.9%
CCOC(=O)CC1ON(C)C(=O)N1c1ccc(Cl)cc1Cl (stereo not drawn) | -2.1% | 4.7% | -3.6% | -2.9% | 6.4% | -2.0% | -15.2% | 0.5% | -1.0%
O=C(CN(C(=O)Cn1nnc(-c2ccc(F)cc2)n1)c1ccc(F)c(Cl)c1)NCC1CCCO1 (stereo not drawn) | -1.5% | 9.9% | 0.0% | -5.7% | 15.3% | -0.3% | -8.2% | 0.4% | -2.8%
CCCCOC(=O)Nc1sc2nc(C)cc(C)c2c1-n1cccc1 | 1.7% | -5.5% | -4.4% | -10.7% | 5.7% | 2.4% | 0.7% | 3.0% | 2.9%
Cc1ccccc1S(=O)(=O)Cc1ccc(C(=O)NCc2cccs2)o1 | 1.3% | 3.0% | -3.4% | -9.0% | 0.1% | -1.1% | -1.5% | 1.7% | 7.9%
O=C(CC1Sc2ccccc2NC1=O)c1ccc(Br)cc1 (stereo not drawn) | 5.6% | 2.5% | 1.1% | -5.7% | 5.9% | 0.2% | 1.3% | 1.3% | 6.3%
O=C1CC(N2CCC(c3nc4ccccc4o3)CC2)C(=O)N1Cc1cccs1 (stereo not drawn) | 0.5% | -1.4% | -2.0% | -3.4% | 5.1% | 0.5% | -3.5% | 0.8% | 5.9%
CCC(=O)N=C1SC2CS(=O)(=O)CC2N1c1cccc(OC)c1 (stereo not drawn) | 2.5% | 3.3% | -5.4% | -5.2% | 0.4% | -1.6% | -3.3% | 1.9% | 8.9%
Cc1ccccc1Nc1nc(N)nc(COC(=O)/C=C/c2ccco2)n1 | -1.1% | 11.2% | -6.5% | -6.2% | -1.8% | 0.8% | -14.2% | -0.3% | 7.7%
CCn1c2ccccc2c2cc(NC(=O)c3ccccc3[N+](=O)[O-])ccc21 | -7.5% | 0.3% | -7.0% | -11.0% | 8.6% | -1.3% | 1.3% | 3.0% | 3.2%
O=C(c1ccccc1F)N1CCOCC1 | 6.9% | -1.1% | -1.6% | -3.6% | 3.3% | 1.2% | 0.8% | 2.1% | 5.3%
CCOC(=O)C1CCN(C(=S)Nc2cc(OC)c(OC)cc2C(=O)OC)CC1 | -2.7% | -6.0% | -4.8% | -4.4% | -10.7% | -2.1% | -4.0% | -0.3% | 4.4%
C=CCNC(=S)N/N=C/c1ccc(OCc2ccccc2Cl)cc1 | 2.9% | -1.3% | -2.0% | -3.6% | 1.2% | 0.0% | -2.7% | 0.6% | -0.7%
O=C(Nc1cccc(/C=C/c2ccccn2)c1)c1cc(Cl)ccn1 | 4.2% | 11.4% | nt | -0.5% | 5.0% | -1.0% | -6.5% | 1.5% | 6.9%

Structural class: the compounds so far with an aryl thioether with sulfur outside any ring (2)
SMILES | Siah-1 displacement | AID2073 | XIAP displacement | LYP phosphatase | Large T inhibition | HIV fusion peptide | Dengue-2 NS5 capping | RSV CPE inhibition | Rac1 GTP hydrolysis | others
C/C(=N\NC(=O)c1ccc(CSc2cccc3cccnc23)cc1)C1CCCCC1 | -3.6% | 18.9% | -3.0% | -2.4% | 12.3% | -1.0% | -1.3% | 4.7% | 9.5%
CSc1nccc(-c2cc(Cl)sc2Cl)n1 | 3.2% | -3.0% | -13.8% | -0.3% | -0.5% | -3.6% | -12.5% | 14.8% | -2.9%

Assay outcomes as filed in PubChem.

Compounds as they come. Share with any hit: about 1.7%.
